# D3 antag: blocks the human D3 dopamine receptor; P35462; D3R cells, DiscoveRx beta-arrestin luminescence, antagonist mode; stronger effect = lower value; max response, negative = inhibition, %; 2.5% of 360,000 active; AID 652054; in the data active = max response below about -50%; inconclusive = no clear call, values can overlap the other calls; also: % is scaled to controls: 0 for no effect and ±100 for the full control effect; mostly tested at two doses, the higher about 12 µM
# Target sequence (P35462 whole entry, looked up): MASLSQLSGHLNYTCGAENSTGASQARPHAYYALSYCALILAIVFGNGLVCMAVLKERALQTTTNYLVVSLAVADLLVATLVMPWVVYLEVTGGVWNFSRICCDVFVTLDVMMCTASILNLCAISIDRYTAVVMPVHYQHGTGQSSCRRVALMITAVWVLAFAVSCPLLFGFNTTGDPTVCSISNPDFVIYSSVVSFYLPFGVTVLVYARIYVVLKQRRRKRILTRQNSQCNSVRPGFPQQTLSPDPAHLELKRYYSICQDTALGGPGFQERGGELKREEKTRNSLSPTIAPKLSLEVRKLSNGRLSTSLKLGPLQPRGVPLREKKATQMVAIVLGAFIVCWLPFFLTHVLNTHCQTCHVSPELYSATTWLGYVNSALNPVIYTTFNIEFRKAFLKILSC
#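 Cells plated overnight at 1500 cells/well, then exposed to library compounds with dopamine controls for 90 minutes at 37 degrees C. DiscoveRx reagent added for 30–60 minutes at room temperature; luminescence read, quantitative HTS format.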
# KB-V1 MDR tox: kills drug-selected multidrug resistant KB-V1 cells; KB-V1 MDR cells viability, CellTiter-Glo, 72 h; Potency, µM (titrated, usually from 46.1 µM), for the others: at the highest dose activity change, negative = cytotoxicity, hits mostly cytotoxic; 3.4% of 400,000 active; also: potency is read from the fitted curve at half-maximal effect; % is scaled to controls: 0 for no effect and ±100 for the full control effect; nearly all actives have a fitted effect of over 60% in size
#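 Cells of the MDR subline KB-V1 are plated, dosed with compound at multiple concentrations, and incubated 72 h at 37 degrees C; CellTiter-Glo is then added and luminescence read after 10 min.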
# HT1080NT lethal: kills 2HG-producing HT-1080-NT fibrosarcoma cells; HT-1080-NT fibrosarcoma viability, CellTiter-Glo ATP luminescence, 48 h; Potency, µM (top dose mostly 46.1 µM), without a hit: at the highest dose activity, negative = less viability, most hits filed as cytotoxic; 1.6% of 360,000 active;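 also: NT is the 2HG producing partner of a matched IDH1 knockdown line; potency is read from the fitted curve at half-maximal effect; 0% = DMSO-treated cells and -100% = media-only wells without cells; nearly all actives have a fitted effect of over 55% in size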
#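 Fibrosarcoma NT cells, 750 per well in 5% FBS RPMI, were exposed to compound for 48 hours. Viability: CellTiter-Glo luminescence.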
# HT1080 IDH1KD tx: kills HT-1080 cells with IDH1 knockdown; HT-1080 IDH1 knockdown viability, ATP luminescence, 48 h; Potency, µM (highest dose often 46.1 µM), for inactives: at the highest dose activity, negative = toxicity, actives largely listed as cytotoxic; 2% of 360,000 active; AID 686971;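 also: potency is read from the fitted curve at half-maximal effect; 0% = DMSO wells and -100% = cell-free medium wells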
#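 HT-1080-IDH1KD cells (IDH1 knocked down), 750/well in RPMI with 5% FBS, treated with compound 48 h at 37 degrees C. Viability by CellTiter-Glo luminescence, normalised to DMSO and no-cell wells; concentration-response curves classed.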
# KB-3-1 cytotox: KB-3-1 parental cell cytotoxicity; KB-3-1 viability, CellTiter-Glo ATP luminescence, 72 h; Potency, µM (top dose mostly 46.1 µM), for inactives: top-dose activity change, negative = cytotoxic, most hits filed as cytotoxic; 1.4% of 400,000 active; AID 1347075; also: potency is read from the fitted curve at half-maximal effect; % is scaled to controls: 0 for no effect and ±100 for the full control effect; nearly all actives have a fitted effect of over 60% in size
#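 72 h, 37 °C compound treatment of KB-3-1 parental cells; CellTiter-Glo added, 10 min, luminescence read. Data corrected against DMSO-only plates and normalized before curve fitting.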
# IL1B secr inh: inflammasome signaling inhibition, IL-1 beta readout; AID 743279; 4.7% of 360,000 active; THP-1 LPS/ATP IL-1B secretion, AlphaLISA, 16 h; stronger effect = lower value; activity change, % at 57.5 µM; in the data active = activity change below about -50%; inconclusive = mostly about -30% to -49%; also: % is scaled to controls: 0 for no effect and ±100 for the full control effect
#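 Secreted IL-1B measured by AlphaLISA bead assay after 16 h compound exposure of THP-1 cells; compounds (final up to 57.5 uM) added 1 h before LPS (250 ng/mL) and ATP (1.25 mM) stimulation; lower signal means less secretion.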
# DRD3 agonist: D3 dopamine receptor (human) agonism | P35462 | D3R DiscoveRx beta-arrestin cells, luminescence, 90 min | max activation, % | 0.58% of 410,000 active | AID 652048; in the data active = max activation above about 30%; also: 0% is about no effect; mostly tested at two doses, the higher about 12 µM
#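 Cells at 1500/well, incubated overnight, then treated with pinned compounds (dopamine as control) for 90 min at 37 degrees C. DiscoveRx reagent added for 30 - 60 minutes at room temperature; luminescence read.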
# SW480 rereplic: DNA re-replication induction in SW480 cells | SW480 DNA re-replication, Hoechst DNA content imaging, 48 h | Potency, µM (series often up to 46.1 µM), without a hit: top-dose re-replication activation, usual class: activators | 1.8% of 340,000 active | AID 624297; also: potency is read from the fitted curve at half-maximal effect; % of control where 0% means no effect; nearly all actives have a fitted effect of over 55% in size
#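 Cells (250 per well) received 23 nL compound or DMSO by pin tool and were kept 48 hr at 37 C, 5% CO2. Nuclei were then stained with Hoechst for 40 min and scanned for DNA content.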
# GLP1R ag: GLP-1 receptor (human) agonism; P43220; HEK293 GLP-1R CRE-luciferase, luminescence, 4-6 h; cells express a hypersensitive GLP-1R form; Potency, µM (doses to about 45.6 µM), for the others: at the highest dose activation, hits mostly activators; 0.007% of 380,000 active; also: potency is read from the fitted curve at half-maximal effect; % of control where 0% means no effect
# Target sequence (P43220 whole entry, looked up): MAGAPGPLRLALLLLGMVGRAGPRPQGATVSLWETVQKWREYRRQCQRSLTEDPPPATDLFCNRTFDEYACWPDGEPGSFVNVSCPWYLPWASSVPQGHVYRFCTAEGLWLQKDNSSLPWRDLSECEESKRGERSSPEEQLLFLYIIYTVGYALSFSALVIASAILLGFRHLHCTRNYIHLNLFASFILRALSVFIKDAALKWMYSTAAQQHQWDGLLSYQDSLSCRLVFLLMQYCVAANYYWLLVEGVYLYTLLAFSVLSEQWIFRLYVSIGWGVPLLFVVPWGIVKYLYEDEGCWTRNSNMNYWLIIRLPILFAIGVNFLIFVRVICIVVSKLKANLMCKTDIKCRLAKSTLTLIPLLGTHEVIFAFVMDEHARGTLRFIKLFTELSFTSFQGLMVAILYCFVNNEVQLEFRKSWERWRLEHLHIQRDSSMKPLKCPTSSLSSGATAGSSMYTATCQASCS
# Active calls of the source: *; u = inconclusive; x = no result given; & = joins results of further samples; [ ] = another dose, or the depositor's remark. Unless noted, calls follow the shape of the dose curve; as a rule, active = well fitted curve in the direction sought with a large enough effect; inconclusive = small, poorly fitted or top-dose-only effect, or another doubt; inactive = no such curve, though single readings can be large; an effect the other way counts as inactive or inconclusive.
# Each structure is followed by: GLP1R ag	D3 antag	DRD3 agonist	HT1080 IDH1KD tx	HT1080NT lethal	KB-V1 MDR tox	KB-3-1 cytotox	IL1B secr inh	SW480 rereplic
1) CC(C)N(C(=O)CS(=O)(=O)c1ccc(Cl)c(Cl)c1)C(C)C
  5%	-1	-3	2%	13%	-2%	-5%	-13	-2%
2) COCCN(C(=O)Nc1ccc(OC)cc1OC)C1CCN(C(C)C)CC1
  -3%	-12	-6	1%	3%	4%	1%	4	-10%
3) COCCn1c(Cc2ccccc2)nnc1SCC(=O)N1CCCC1=O
  -1%	0	4	10%	5%	u	2%	7	-3%
4) CCOC(=O)C1CCN(CCC(=O)Nc2ccc(Br)cc2)CC1
  -4%	4	-13	-25%	-14%	u	-5%	10	u
5) CN(C)c1ccc(N=Nc2ccc(C(=O)O)cc2)cc1
  -6%	u	-4	2%	4%	25%	4%	31	-4%
6) O=C(C1=C[C@H](C2CC2)C[C@H](OCc2ccc(CO)cc2)O1)N1CCN(Cc2ccccc2)CC1
  5%	32	-3	-4%	-6%	-1%	-19%	-23	-17%
7) CC(C)(C)c1ccc(C(=O)NCc2nnc(SCC(=O)NCC3CCCO3)o2)cc1 (stereo not drawn)
  -14%	-5	2	3%	1%	0%	-7%	-7	-3%
8) CNC(=S)N(C1=NCC(c2ccc([N+](=O)[O-])cc2)S1)c1ccccc1 (stereo not drawn)
  33%	0	5	-10%	-14%	u	-7%	-3	1%
9) C/C(CCC(C)C)=N\Nc1cc(C)c2ccccc2n1
  2%	-29	-4	-1%	-9%	u	-2%	11	-2%
10) O=C(NCc1ccccc1)c1nc[nH]c1C(=O)N1CCN(c2ccccc2)CC1
  -4%	-4	0	11%	20%	-15%	20%	16	-3%
11) COc1ccc(CNC(=O)CS(=O)Cc2nc(-c3ccccc3C)oc2C)cc1 (stereo not drawn)
  -7%	21	1	3%	-14%	-2%	26%	-12	-4%
12) COc1cccc(CNC(=O)[C@@H]2CCCN2C(=O)[C@@H]2CCCN2C(=O)OC(C)(C)C)c1
  1%	3	7	0%	11%	-6%	3%	34	x
13) Cc1ccc(S(=O)(=O)Nc2ccncc2)c(C)c1N(C)S(=O)(=O)c1ccc(F)cc1
  6%	-10	3	0%	0%	u	5%	5	0%
14) O=[N+]([O-])c1ccc(N2CCOCC2)cc1N1CCCCC1
  6%	u	-7	-10%	-2%	-10%	-10%	-6	-53%[inhibitor]
15) CCn1c2ccccc2c2cc(NC(=O)C(C)Oc3ccccc3)ccc21 (stereo not drawn)
  -5%	u	-5	-8%	-11%	4%	-9%	0	5%
16) COc1cccc(NC(=O)COC(=O)CNS(=O)(=O)c2c(F)cccc2F)c1
  7%	4	-16	1%	6%	3%	1%	-1	1%
17) CN(C)C(CNC(=O)c1cc(S(=O)(=O)N(C)c2ccc(F)cc2)ccc1Cl)c1cccs1 (stereo not drawn)
  -4%	8	2	-7%	-5%	4.1µM*	u	1	2%
18) COCCn1c(SCc2ccc(F)cc2)nc2c1c(=O)[nH]c(=O)n2C
  15%	-1	3	1%	-15%	1%	-1%	-8	8%
19) CC12CCC(=O)N1C(C(=O)Nc1nc(-c3ccc(F)c(F)c3)cs1)CS2 (stereo not drawn)
  -3%	-16	-10	-4%	-4%	-38%	-16%	-1	0%
20) CCN1C(=O)[C@H]2[C@@H](c3ccc(C)cc3)N[C@]3(CCCN(Cc4cccn4C)C3=O)[C@H]2C1=O
  -1%	-3	4	-10%	-7%	-17%	0%	-14	x
21) COC(=O)C1C(=O)c2c([nH]c(C(=O)OC3CCCCC3)c2C)CC1C (stereo not drawn)
  11%	-20	2	6%	-5%	15%	-3%	u	-1%
22) Cc1nc2nc(C)c(CCC(=O)N3CCN(c4ccccn4)CC3)c(C)n2n1
  11%	-15	27	5%	-3%[9.24 µM]	u	u	-5	-4%
23) O=C(COC(=O)C1(c2ccc(F)cc2)CCCC1)NCc1ccco1
  3%	-4	-6	13%	-1%	u	u	3	-2%
24) Cc1cc(C)c(NS(=O)(=O)c2ccccc2)c(C)c1NS(=O)(=O)c1ccccc1
  17%	13	11	1%	4%	13%	10%	-14	-3%
25) CC(=O)c1ccc(C(=O)N2CCCC(Nc3ccccc3)C2)s1 (stereo not drawn)
  -3%	14	3	2%	6%	14%	6%	2	0%
26) N#Cc1c(SCC(=O)O)nc(N2CCOCC2)c2c1CCCC2
  1%	2	-10	0%	2%	10%	1%	5	-23%
27) O=C(Nc1cccc(F)c1)C1CCN(C(=O)c2ccco2)CC1
  7%	5	-3	0%	1%	1%	-3%	-7	-20%
28) C/C(=N\NC(=O)CN1CCN(c2ccc(F)cc2)CC1)c1ccco1
  -1%	-2	-2	1%	19%	8%	-10%	0	-3%
29) Cc1ccc(C(C)C)c(OCc2nn(CC(=O)c3ccc(OC(F)F)cc3)c3[n+]2CCCCC3)c1
  1%	-7	-10	18µM*	15µM*	2%	u	-107*	-6%
30) Cn1c(SCC(N)=O)nnc1C1CCN(C(=O)NC2CCCCC2)CC1
  -4%	14	3	10%	13%	11%	19%	12	3%
31) N[C@@H](Cc1ccccc1)c1nnc(SCc2ccccc2Cl)o1
  10%	22	6	2%	1%	-11%	2%	-21	-1%
32) CSC(=Nc1ccccc1)Nc1ccccc1
  13%	1	-2	12%	1%	9%	3%	5	-4%
33) Cc1cc(N)nc(=O)n1C1CC(O)C(CO)O1 (stereo not drawn)
  2%	-14	-2	23%	10%	7%	3%	6	2%
34) O=C(NCCN1CCN(c2cccc(Cl)c2)CC1)Nc1ccccc1
  9%&-1%	-91*	-4&-21	-9%	-6%	-5%&-3%	-13%&-10%	-17	1%
35) O=C1Nc2ccccc2-c2nnnn2C1N1CCC(Cc2ccccc2)CC1 (stereo not drawn)
  x	10	10	u	-22%	u	-12%	12	x
36) O=C(CNC(=O)c1ccc(Br)o1)NCC1COc2ccccc2O1 (stereo not drawn)
  -5%	-24	-5	0%	1%	u	4%	7	-5%
37) CCCNC(=O)c1cc(C2CCCCN2C(=O)c2cc(F)ccc2C)on1 (stereo not drawn)
  7%	49	2	0%	13%	4%	0%	38	x
38) CCN=C(Nc1ccc2c(c1)OCO2)SC1CC(=O)N(c2ccc(OC)cc2)C1=O (stereo not drawn)
  9%	42	0	-6%	-14%	u	4%	-14	10%
39) N#C/C(C(=O)N1CCCC1)=C1/N=C(N)c2ccccc21
  3%	8	-2	-14%	-8%	1%	-1%	20	3%
40) CCOC(=O)CN1C(=O)N[C@@H](c2cccs2)C(C(=O)OC)=C1C
  6%	-28	-3	1%	9%	5%	19%	12	-8%
41) CCc1cc2ccc(C)cc2nc1SCC(=O)Nc1cc(C)on1
  4%	0	8	0%	0%	-24%	-25%	20	-12%
42) O=C(NCC1CC1)c1cccc2c(-c3ccc(F)c(F)c3)coc12
  15%	13	2	-21%	-15%	0%	0%	-5	x
43) Cc1[nH]c2ccccc2c1CCN(Cc1cccnc1)C(=S)Nc1cccc(F)c1
  4%	-6	-17	-13%	-26%	6%	-22%	-70*	0%
44) Cc1ccc(C)c(CSc2nnc([C@@H]3CCCN3)o2)c1
  3%	-15	-8	-1%	-2%	-6%	-6%	2	-1%
45) CC1CN(c2ncc(/C=N/NC(=O)c3ccccc3O)s2)CC(C)O1 (stereo not drawn)
  1%	3	2	-14%	-20%	u	u	0	4%
46) CN(C)C(=O)CNc1ccn2nc(-c3cccc(OCCN4CCOCC4)c3)cc2n1
  -10%	14	4	14%	-1%	3%	0%	-1	x
47) O=C(NC(=S)N1CCN(c2ccccc2)CC1)c1c(F)cccc1F
  -3%	-14	-5	1%	24%	-8%	-1%	0	2%
48) CCOc1ccc(NC(=O)COC(=O)c2ccc(S(=O)(=O)N3CCOCC3)cc2)cc1
  -4%	4	0	3%	5%	21%	13%	2	-2%
49) COc1ccc(C2=NS(=O)(=O)N(C)C(C(=O)N3CCCCC3C)=C2)cc1 (stereo not drawn)
  9%	4	-2	-1%	-2%	-6%	-2%	5	-1%
50) FC(F)(F)c1nnc2ccc(N3CCCCCC3)nn12
  22%	0	1	-5%	-7%	u	u	34	-11%
51) C[C@@H]1CN([C@H](C)CO)C(=O)c2cc(NC(=O)Nc3ccc4c(c3)OCO4)ccc2O[C@H]1CN(C)Cc1ccncc1
  -3%	4	32*	1%	1%	9%	0%	0	-3%
52) Cc1ccc(C)c(N2CCN(C(=O)CCc3nc(-c4ccccc4C(F)(F)F)no3)CC2)c1
  3%	108	39*	-2%	-9%	0%	0%	u	6%
53) COc1cc(CCC(=O)N2CC(C)OC(C)C2)cc(OC)c1OC (stereo not drawn)
  0%	11	-18	15%	3%	9%	4%	26	0%
54) CCOC(=O)c1nc(C)n(-c2cc(Cl)cc(Cl)c2)n1
  19%	-10	-3	0%	-4%	-5%	3%	-6	-6%
55) Cc1ccc(NC(=O)c2cccc(N3C(=O)C4C5C=CC(C5)C4C3=O)c2)cc1C (stereo not drawn)
  5%	5	3	-1%	4%	-11%	-6%	-23	0%
56) CC(=O)Nc1ccc(NC(=O)CCc2ccc(C)o2)cc1
  -1%	4	0	0%	12%	-12%	3%	-7	-1%
57) COc1cc(C2NC(=S)NC(c3ccccc3)=C2C(C)=O)cc(Cl)c1OCC(=O)O (stereo not drawn)
  5%	14	3	-2%	11%	u	8%	5	-4%
58) Cn1c(SCCOc2ccccc2Cl)nnc1-c1cccs1
  5%	-12	-16	-13%	-26%	18µM*	-4%	-13	-2%

# Quoted at random: 2 compounds from above, in no set order.
# Each structure is followed by: GLP1R ag	D3 antag	DRD3 agonist	HT1080 IDH1KD tx	HT1080NT lethal	KB-V1 MDR tox	KB-3-1 cytotox	IL1B secr inh	SW480 rereplic
58) Cn1c(SCCOc2ccccc2Cl)nnc1-c1cccs1
  5%	-12	-16	-13%	-26%	18µM*	-4%	-13	-2%
56) CC(=O)Nc1ccc(NC(=O)CCc2ccc(C)o2)cc1
  -1%	4	0	0%	12%	-12%	3%	-7	-1%

# Not a hit list, and some 12% of all compounds hit somewhere here.
